Assay outcomes: PubChem, Broad Institute
XiGFP reactiv = reactivates the inactive X chromosome in mouse fibroblasts. XiGFP mouse fibroblasts, % GFP-positive cells imaging, 3 d; cells co-treated with 5-aza-dC sensitizer; scaled so ellipticine positive control = 100%. activation, % at 7.58 µM. hit rate 0.055% among 360,000;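 active means mean normalized replicate activation at least 10% and every replicate at or above 10%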;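 further: 0% = median of on-plate neutral control wells and 100% = ellipticine 6 µM median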
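System: 68-5-11 XiGFP fibroblast line; Timing: 3 days compound exposure; Compound dosing: one concentration, pinned; Benchmarks: positive control ellipticine, 6 µM final; Buffer or medium: DMEM containing 5-aza-dC.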
INS-1E GSIS act = primary screen for activators of insulin secretion dependent on glucose, INS-1E cells, GLuc reporter luminescence; INS-1E GLuc reporter insulin secretion, 2-3 h; activation, % at 16.6 µM; hit rate 0.61% among 370,000;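 active means lowest replicate activation of at least 40%, so every replicate reaches that level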;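 further: 0% = median of neutral control wells and 100% = median of IBMX positive control wells; some compounds called inactive have numbers as strong as hits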
Numbers without * were called inactive; & = joins results of further samples. The list is partial; count on the stated rates, not on these rows.

Sample of the layout, 2 compounds:
SMILES | XiGFP reactiv | INS-1E GSIS act
CSc1nnc(C)c(=O)n1COC(=O)COc1ccccc1C | -0.4 | 2
Cc1ccc(Oc2cc([N+](=O)[O-])cc3c2C(=O)Nc2ccccc2O3)cc1 | 0.0 | -23

The list itself (from the top)
SMILES | XiGFP reactiv | INS-1E GSIS act
CSc1nnc(C)c(=O)n1COC(=O)COc1ccccc1C | -0.4 | 2
Cc1ccc(Oc2cc([N+](=O)[O-])cc3c2C(=O)Nc2ccccc2O3)cc1 | 0.0 | -23
CCCC#Cc1ccc2c(c1)[C@H]1[C@H](CCN1C(=O)C1CCCCC1)[C@@H](CO)N2 | 0.1 | 21
COc1ccc(CC(=O)OCC(=O)c2ccc(OC)cc2)cc1 | 0.5 | 8
CCn1cc(/C=C/C(=O)Nc2c(C)nn(Cc3ccccc3)c2C)cn1 | 0.6 | -10
Cc1ccc(C(=O)NC(NCc2ccco2)C(Cl)(Cl)Cl)cc1 (configuration not stated) | 0.3 | -4
COc1ccc2c3c([nH]c2c1)[C@H](CO)N(Cc1ccccc1)CC31CN(CC2CC2)C1 | 0.3 | -8
C[C@H](CO)N1C[C@H](C)[C@@H](CN(C)Cc2cccc3c2OCCCO3)OCc2ccccc2-c2c(n(C)c3ccccc23)C1=O | 0.1 | 11
CCN1C(=O)/C(=C\C=C2/C=CC=CN2CC)SC1=S | 0.6 | -8
COc1ccc(OCCSc2nnc3c(Cl)cc(Cl)cn23)cc1 | 0.4 | 13
CC(CCc1ccccc1)NC(=O)N1CCOCC1 (configuration not stated) | 0.5 | -7
CC(=O)N1CC2(C1)[C@H](c1ccc(-c3ccccc3C)cc1)[C@@H](CO)N2C(C)=O | 0.0 | -1
O=C(COC(=O)c1cc2ccccc2oc1=O)c1cccc([N+](=O)[O-])c1 | -0.1 | -30
Cc1ccccc1-c1ccc([C@H]2[C@@H](CO)N3C(=O)CN(C(=O)c4cccnc4)C[C@@H]23)cc1 | 0.2 | -15
CCCCn1c(-c2ccco2)n[nH]c1=S | 0.4 | 17
O=C(/C=C/c1ccc(Br)cc1)N1CCN(c2cccc(C(F)(F)F)c2)CC1 | 0.1 | -3
N#C/C(=N\O)c1nc2ccccc2[nH]1 | 0.3 | 7
O=C(O)c1ccc(N=NN2CCOCC2)cc1 | 0.0 | 15
COCCNC(=S)N/N=C(\C)c1ccc(C)c([N+](=O)[O-])c1 | -0.1 | 50
C/C(Cn1nnc2ccccc21)=N\OC(=O)c1ccccc1C | 0.5 | -3
Cc1ccc(Oc2ccc(NC(=O)CSc3n[nH]c(N)n3)cc2)cc1 | -0.2 | -2
NC(=S)NNC(=O)Nc1ccc(Cl)c(Cl)c1 | 0.0 | -4
O=C(OCc1nc2scc(-c3ccccc3)c2c(=O)[nH]1)c1cc(Cl)ccc1[N+](=O)[O-] | 0.2 | -27
CC(Sc1nnc(-c2ccccc2Br)n1-c1cccc(C(F)(F)F)c1)C(N)=O (configuration not stated) | 0.0 | 6
CCCOc1ccc(CNC(=S)NCc2ccc(OC(C)C)cc2)cc1 | 0.1 | 1

Later entries
SMILES | XiGFP reactiv | INS-1E GSIS act
CNc1ccccc1C(C)(C)c1cc(C)[nH]n1 | 0.0 | 13
COc1cc2c(cc1NC(=O)COC(=O)c1ccc(C(C)(C)C)cc1)oc1ccccc12 | 0.1 | 7
CCOC(=O)c1cc(-c2ccccc2)sc1NC(=O)CSc1nncs1 | 0.3 | 13
CCOC(=O)C(C)Oc1ccc2c(-c3cccc([N+](=O)[O-])c3)cc(=O)oc2c1 (configuration not stated) | 0.0 | -4
Oc1ccc(/C=N/N=C(c2ccccc2)c2ccccc2)c(O)c1O | -0.1 | 1
O=C(NCC(c1cccs1)N1CCOCC1)c1cc([N+](=O)[O-])ccc1Cl (configuration not stated) | 0.3 | -6
COc1ccc2c3c(n(C)c2c1)[C@@H](CO)NCC31CN(C(=O)c2ccc(F)cc2)C1 | 0.5 | 10
Cc1ccccc1C(=O)NC(=S)NCCc1ccccc1 | -0.1 | -1
COc1cc(/C=N/NC(=O)CN(CCc2ccccc2)S(=O)(=O)c2ccc(NC(C)=O)cc2)cc(OC)c1OC | 0.0 | -18
O=C(Nc1cccs1)Nc1ccc(F)cc1F | 0.0 | -10
C[C@@H]1CN(C)C(=O)c2cccc(N(C)C)c2O[C@@H]1CN(C)C | 0.4 | 3
COc1ccc(C2=NN(C(=O)CSc3nnc(-c4ccccc4F)o3)C(c3ccco3)C2)cc1 (configuration not stated) | -0.1 | -1
CCc1cccc(OCCCn2ccnc2)c1 | -0.1 | -9
Cc1noc(NS(=O)(=O)c2ccc(NC(=O)CSc3nnc4c(n3)[nH]c3ccccc34)cc2)c1C | 0.0 | -6
Cc1cccc(CC2SC(N3CCN(c4ccccc4)CC3)=NC2=O)c1 (configuration not stated) | 0.0 | -10
N#C[C@H]1[C@@H](c2ccc(C#Cc3ccc(F)cc3)cc2)[C@H](CO)N1c1nc(-c2ccccc2)cs1 | -0.1 | -5
CC(=O)Nc1ccc2c(c1)CC(=O)N(C)C[C@H](C)[C@@H](CN(C)C(=O)OC(C)(C)C)O2 | 0.3 | -10
CC(C)CCC(O)(CCC(C)C)C(=O)NN1CCCCC1 | 0.3 | 49*
COc1ccc(/C=C2\SC(=O)N(CCC(=O)Nc3ccccc3)C2=O)cc1OC | 0.0 | 53*
COc1ccc(NC(=S)NC2CCS(=O)(=O)C2)cc1 (configuration not stated) | 0.1 | 18
CN(C)c1ccc(/C=N/NC(=O)CCC(=O)NCc2ccccc2)cc1 | -0.1 | 4
CC(C)=NNc1nc2sc3c(c2c(=O)[nH]1)CC(C)(C)OC3 | 0.0 | 12
CC(C)NC(=O)Nc1ccc2c(c1)CC(=O)N(C)C[C@H](C)[C@H](CN(C)C(=O)OC(C)(C)C)O2 | 0.3 | -5
Cc1ccccc1/C=C/c1nc2ccccc2c(=O)n1Cc1ccccc1 | 0.8 | 3
COC(=O)c1cccc(NC(=O)/C=C/c2ccc3c(c2)OCO3)c1 | -0.1 | 24

(listing goes on)
SMILES | XiGFP reactiv | INS-1E GSIS act
Cc1ccc(C2SCCN2C(=O)c2ccc([N+](=O)[O-])cc2)cc1 (configuration not stated) | 0.0 | -11
COc1ccc(OC(=O)CN2C(=O)C3C4CCC(C4)C3C2=O)cc1 (configuration not stated) | -0.2 | -1
COC(=O)/C=C1/N/C(=N\c2nc(C)cc(C)n2)N(c2ccc(Cl)cc2)C1=O | -0.3 | -3
COc1ccc(NC(=O)Cc2c(C)n(C(=O)c3ccc(Cl)cc3)c3ccc(OC)cc23)cc1 | 0.0 | -7
Cc1cc(C)c(-c2csc(NC(=O)COC(=O)c3ccc4c(c3)OCO4)n2)c(C)c1 | 0.0 | -5
CCC(=O)N1CC(=O)N2[C@H](CO)[C@H](c3ccc(C#CC(C)C)cc3)[C@@H]2C1 | 0.7 | -6
CCCC(=O)N1CCN(c2ccc([N+](=O)[O-])cc2Cl)CC1 | 0.2 | -2
COc1ccc(CNC(=O)/C(C#N)=C2\N=C(NC(=O)c3cccs3)c3ccccc32)cc1 | 0.3 | 5
COc1cc(C)ccc1OCCOCCOc1ccc(C)cc1[N+](=O)[O-] | 0.4 | -11
Cc1ccccc1Nc1nnc(SCC(=O)Nc2ncc(C(F)(F)F)cc2Cl)s1 | -0.1 | 0
COCCn1c(=NC(=O)c2cc(-c3cccs3)nc3ccccc23)sc2cc(S(N)(=O)=O)ccc21 | 1.3 | 0
COc1ccc2c3c([nH]c2c1)[C@@H](CO)N(S(C)(=O)=O)CC31CCN(Cc2ccccc2)CC1 | 0.4 | -1
Cc1nn(Cc2ccc(Cl)cc2)c(C)c1NC(=O)/C=C/c1cnn(C)c1 | -0.1 | 12
CC(=O)Nc1ccc(NC(=O)C(C)OC(=O)CNC(=O)c2sc3ccccc3c2Cl)cc1 (configuration not stated) | 0.0 | 25
Cc1ccc(SCCC(=O)N/N=C/c2ccccc2O)cc1 | 0.0 | -12
CSc1nnc(C)c(=O)n1COC(=O)COc1ccc2ccccc2c1 | 0.4 | -20
C/C(CC(=O)Nc1cccc(Cl)c1C)=N\NC(=O)C(=O)NCC(C)C | 0.1 | -11
COc1ccc2c3c(n(C)c2c1)[C@@H](CO)N(C(=O)Nc1ccc(F)cc1)CC31CN(Cc2cccc(F)c2)C1 | 0.3 | -15
Cc1ccc(C)c(NC(=O)CCC(=O)NNC(=O)c2cccs2)c1 | -0.1 | 13
Cc1ccc(S(=O)(=O)Nc2cccc3c2CCCC3)cc1 | -0.1 | 29
O=C(Nc1nc2c(s1)CCCC2)c1cc(-c2ccccc2)nc2ccccc12 | 0.2 | -19
COCC(=O)N1[C@@H](CO)[C@H](c2ccccc2)C12CN(C(=O)c1cccnc1)C2 | 0.2 | -1
Cc1c(NC(=O)c2cccnc2C(=O)O)cccc1C(=O)O | 0.3 | 5
CC(=O)N(C)C[C@@H]1Oc2ccc(N(C)C)cc2CC(=O)N(C)C[C@@H]1C | 0.0 | 11
N#Cc1ccc(NC(=S)Nc2ccccc2)cc1 | 0.2 | 37

Shown in CSV form: entries from further up
Structure,XiGFP reactiv,INS-1E GSIS act
COc1ccc2c3c([nH]c2c1)[C@@H](CO)N(S(C)(=O)=O)CC31CCN(Cc2ccccc2)CC1,0.4,-1
Cc1nn(Cc2ccc(Cl)cc2)c(C)c1NC(=O)/C=C/c1cnn(C)c1,-0.1,12
CC(=O)Nc1ccc(NC(=O)C(C)OC(=O)CNC(=O)c2sc3ccccc3c2Cl)cc1 (configuration not stated),0.0,25
Cc1ccc(SCCC(=O)N/N=C/c2ccccc2O)cc1,0.0,-12
CSc1nnc(C)c(=O)n1COC(=O)COc1ccc2ccccc2c1,0.4,-20
C/C(CC(=O)Nc1cccc(Cl)c1C)=N\NC(=O)C(=O)NCC(C)C,0.1,-11
COc1ccc2c3c(n(C)c2c1)[C@@H](CO)N(C(=O)Nc1ccc(F)cc1)CC31CN(Cc2cccc(F)c2)C1,0.3,-15
Cc1ccc(C)c(NC(=O)CCC(=O)NNC(=O)c2cccs2)c1,-0.1,13
Cc1ccc(S(=O)(=O)Nc2cccc3c2CCCC3)cc1,-0.1,29
O=C(Nc1nc2c(s1)CCCC2)c1cc(-c2ccccc2)nc2ccccc12,0.2,-19
COCC(=O)N1[C@@H](CO)[C@H](c2ccccc2)C12CN(C(=O)c1cccnc1)C2,0.2,-1
Cc1c(NC(=O)c2cccnc2C(=O)O)cccc1C(=O)O,0.3,5
CC(=O)N(C)C[C@@H]1Oc2ccc(N(C)C)cc2CC(=O)N(C)C[C@@H]1C,0.0,11
N#Cc1ccc(NC(=S)Nc2ccccc2)cc1,0.2,37

New compounds follow:
SMILES | XiGFP reactiv | INS-1E GSIS act
Cc1cc(OC(=O)Cc2cccc3ccccc23)c([N+](=O)[O-])c(=O)[nH]1 | 0.3 | 19
Cc1cc(C)c(S(=O)(=O)/N=C2/C=C(Sc3ncn[nH]3)C(=O)c3ccccc32)cc1C | 6.0 | 10
O=C(/C=C/c1ccccc1)N1CCC(Cc2ccccc2)CC1 | 0.1 | -27
O=C(C1CCC1)N1CC[C@@H]2[C@H](CO)Nc3ccc(C4=CCCCC4)cc3[C@@H]21 | 0.3 | 14
Cc1ccc(NC(=O)Nc2ccc(Cl)cc2)c(Br)c1 | 0.2 | -3
O=c1c(Cl)c(N2CCN(c3ccc(F)cc3)CC2)cnn1-c1nc2ccccc2s1 | 0.3 | 1
Cc1nc2ccccn2c1C(=O)NNS(=O)(=O)c1ccc(C(C)(C)C)cc1 | 0.0 | -45
COc1cccc(C(=O)Nc2ccc3c(c2)OC[C@H](C)N(CC2CC2)C[C@H](C)[C@@H](OC)CN(C)C3=O)c1 | 0.1 | -5
CCN(CC)c1ccc(/C=N/Nc2cccc(C)c2)c(O)c1 | 0.2 | -8
Cc1sc2ncnc(N/N=C/c3cccc(O)c3)c2c1C | 0.0 | -9
COc1cccc(-c2ccccc2[C@H]2[C@@H](CO)N(C(=O)Nc3ccc(F)cc3)[C@H]2C#N)c1 | 0.0 | -9
CO[C@H]1CN(C)C(=O)c2cc(NC(=O)NC3CCCC3)ccc2OC[C@@H](C)NC[C@H]1C | 0.7 | -5
O=Cc1ccccc1OS(=O)(=O)c1ccccc1 | 0.0 | 2
Cc1ccccc1-n1c(SCC(=O)N/N=C/c2sccc2C)nc2ccccc2c1=O | 1.8 | 7
CC(=O)N1C[C@@H]2C(c3ccc(Br)cc3)[C@H](C1)N2CC(F)(F)F (some centres not stated) | -0.1&-0.1 | 7&25
C[C@@H]1COCn2nncc2CC[C@@H](Cc2ccc(Cl)cc2)C(=O)N1 | -0.1 | 14
COc1ccc2c3c(n(C)c2c1)[C@H](CO)N(C(C)=O)CC31CCN(C(=O)Nc2ccccc2F)CC1 | 0.0 | -8
CC(C)CC(=O)Nc1ccc2nn(-c3ccccc3)nc2c1 | 0.9 | -9
COc1ccc2c3c([nH]c2c1)[C@@H](CO)N(C(=O)CN(C)C)CC31CN(Cc2ccccc2Cl)C1 | 0.1 | 21
CCCNC(=O)N1CC2(C1)CN(C(=O)CN1CCOCC1)[C@H](CO)c1[nH]c3cc(OC)ccc3c12 | 0.0 | 10
CN(C)CCNC(=O)/C(=C/c1ccc(-c2ccc(Cl)cc2Cl)o1)NC(=O)c1ccccc1 | -0.1 | 49
O=C(CSc1n[nH]c(-c2ccccc2)n1)Nc1ncccn1 | 0.0 | -5
O=C(NNC(=O)c1cc2cc(Br)ccc2oc1=O)c1ccc(O)cc1O | 0.1 | 1
COc1ccc(CNC(=O)/C=C/c2ccc(S(=O)(=O)NCc3ccco3)cc2)cc1OC | 0.0 | -9
Cc1ccc(S(=O)(=O)C(C#N)c2nc3ccccc3nc2N2CCN(C)CC2)cc1 (configuration not stated) | 0.1 | 6
COc1ccc(C2CC(c3ccccc3)=NN2S(=O)(=O)c2ccc(C)cc2)c(OC)c1 (configuration not stated) | 0.5 | -7
Cc1ccc(C(=O)Oc2coc(CSc3nnc(NC(=O)c4cccs4)s3)cc2=O)cc1 | 0.0 | 22
